Assay outcomes from PubChem.
All columns: NCI-60 one-dose screen, growth in % after 48 h at 10 µM unless noted; 100 = growth as untreated, 0 = no growth, -100 = all killed.
TK-10 – TK-10 renal cancer cells | 81,000 compounds, 3.9% hits
SF-268 – SF-268 CNS cancer cells; 82,000 compounds, 3.1% hits
CAKI-1 – CAKI-1 renal cancer | 75,000 compounds, 4.7% hits
SN12C – SN12C renal cancer cells. 81,000 compounds, 3.8% hits
U251 – U251 CNS tumor cells; 80,000 compounds, 5.4% hits; AID 1794753
786-0 – 786-0 renal cancer cells. 81,000 compounds, 5.1% hits
UO-31 – UO-31 renal cancer | 81,000 compounds, 5.2% hits | AID 1794768
SF-295 – SF-295 CNS cancer cells; 79,000 compounds, 5.6% hits; AID 1794758
* = called active by the depositor; nt = no result given; & = joins results of further samples; ! = a repeat was not active. The calls were made as follows: active = growth percent below 10; inactive = the rest. Some of the compounds tested. The share of hits here may be higher or lower than overall.

no.	Molecule	TK-10	SF-268	CAKI-1	SN12C
1	NCCc1ccccc1	109&104	108&103	97	93&102
2	ClCc1cccc(CCl)c1	105	95	92	98
3	COc1ccc(C(C#N)C(C)=O)cc1 (stereo not given)	97	89	95	102
4	CC(C)c1cccc(C(C)C)c1OCCCN(C)C	93	91	83	93
5	COc1cccc(C=NC(Cc2cnc[nH]2)C(=O)O)c1O (stereo not given)	139	112	86	97
6	CNC(=O)Oc1cc(C)c[n+](Cc2ccc(Cl)cc2)c1	104	105	nt	103
7	C#CC(C)(O)CC (stereo not given)	100	106	98	97
8	ClCCN(CCCl)c1nc(Cl)c(C2CC(c3ccc(Br)cc3)=NN2c2ccccc2)s1 (stereo not given)	116	87	67	89
9	C=CCOC(=O)CC(C(=O)OCC=C)N1CC1 (stereo not given)	106	112	99	106
10	O=C(NCCc1ccccc1)c1ccc(N(CCCl)CCCl)cc1	126	105	86	95

no.	U251	786-0	UO-31	SF-295
1	100&100	104&110	92&77	97
2	102	99	108	92
3	106	107	90	107
4	92	100	79	92
5	102	97	84	70
6	98	103	91	95
7	95	94	95	99
8	90	97	62	91
9	104	101	85	94
10	91	114	101	90

Later entries:
no.	Molecule	TK-10	SF-268	CAKI-1	SN12C
11	CCCCOC(C(=O)OCCN(C)C)(c1ccccc1)c1ccccc1	98	101	97	101
12	O=c1c2ccccc2[se]n1-c1ccccc1	117	96	94	92
13	C/C(=N/OC(=O)N(C)C)c1cccs1	82	98	94	103
14	O=C1C=Cc2ccccc2C1=O	88	88	86	92
15	Cn1cc(-c2csc(-c3cn(CCN4CCOCC4)c4ccc(F)cc34)n2)c2cccnc21	56	42	nt	61
16	c1ccc(CCCN2CCCCC2Cc2ccccc2)cc1 (stereo not given)	83	97	89	95
17	N#CC(C#N)=Cc1ccc(C=C(C#N)C#N)cc1	166	108	nt	106
18	ClC(Cl)=C(Cl)C(Cl)=C(Cl)Cl	115	120	107	102
19	C[C@@]12CCCc3coc(c31)C(=O)c1cc3c(cc12)C(=O)C1=C(NCCS1(=O)=O)C3=O	28	-1.4*	10	-79*
20	O=c1n(Cl)c(=O)n(Cl)c(=O)n1Cl	100&109	100&114	91&90	110&101

no.	U251	786-0	UO-31	SF-295
11	98	85	79	114
12	92	112	80	101
13	nt	93	89	98
14	74	110	50	94
15	37	56	11	29
16	86	97	74	92
17	101	108	92	114
18	103	96	95	nt
19	-61*	6.4*	36	2.6*
20	106&111	106&107	87&121	97&94

(cont.)
no.	Molecule	TK-10	SF-268	CAKI-1	SN12C
21	O=C(O)C1[O][Sb][O]C1C(=O)O (stereo not given)	101	93	118	104
22	O=[N+]([O-])c1ccc(/C=C/C=C/C=C/C=C/c2ccc(S(=O)(=O)F)cc2Cl)c(Cl)c1	146	96	68	87
23	CC[C@@H](CO)NC(=O)[C@@H]1C=C2c3cccc4[nH]cc(c34)C[C@H]2N(C)C1	109	106	89	98
24	CC12CCC=CC1CCC1C2CCC2(C)C(c3ccc(=O)oc3)CCC12O (stereo not given)	-70*	-63*	-61*	-19*
25	O=C(COc1ccc([N+](=O)[O-])cc1Cl)Nc1ccc(S(=O)(=O)F)cc1Cl	107	98	94	95
26	O=P(OC1=CCCCC1)(c1ccccc1)c1ccccc1	80	98&108	74&102	96&103
27	O=C1CCCN1CC#CCN1CCCC1	107	91	105	111
28	CNC(Cc1ccc(OC)cc1)c1ccc(OC)cc1 (stereo not given)	102	101	97	97
29	COc1ccc(C(=O)c2sc3nc4c(cc3c2N)N2CCC4CC2)cc1	108	93	91	88
30	O=P(Oc1ccccc1)(Oc1ccccc1)Oc1ccccc1-c1ccccc1	101	94	65	86

no.	U251	786-0	UO-31	SF-295
21	102	102	91	123
22	106	100	nt	85
23	97	99	80	102
24	-77*	-51*	-95*	-60*
25	98	93	74	102
26	92	92&98	85	91&115
27	97	103	83	135
28	104	101	76	93
29	81	85	70	79
30	94	nt	nt	96

Going on with the list.
no.	Molecule	TK-10	SF-268	CAKI-1	SN12C
31	O=C(c1ccc[nH]1)C(Cl)(Cl)Cl	97	106	101	104
32	N#[N+]c1c(C(=O)O)[nH]c(=O)[nH]c1=O	87	94	92	109
33	COC(=O)CCC1=C(C)c2cc3[n-]c(cc4nc(cc5[n-]c(cc1n2)c(CCC(=O)OC)c5C)C=C4C)cc3C.[Cd+2]	33	12	63	71
34	O=C(CF)NC(Cc1ccccc1)C(=O)O (stereo not given)	112&117	101&97	81&104	100&110
35	CC(=O)OC1CCC2C3CCC4=C/C(=N/OC(=O)c5ccc(N(CCCl)CCCl)cc5)CCC4(C)C3CC(C)C12 (stereo not given)	93	63	74	73
36	c1ccc(Nc2ccc3ccccc3c2)cc1	101	100	102	103
37	CNC1CCc2cc3c(cc2C1)OCO3 (stereo not given)	87	97	88	103
38	COc1ccc(OC(=O)N(C)C)cc1	100	102	101	97
39	CCCCNC(C)(C)C(O)c1ccccc1 (stereo not given)	93	108	94	96
40	CN1C(=O)CCS(=O)(=O)C1c1ccc(Cl)cc1 (stereo not given)	93	95	96	110

no.	U251	786-0	UO-31	SF-295
31	nt	100	96	101
32	105	95	90	96
33	61	75	72	62
34	101&108	110&110	83&91	80&108
35	59	87	-32*	82
36	98	96	81	121
37	101	93	91	102
38	96	98	91	96
39	90	101	96	100
40	104	100	88	111

The list goes on.
no.	Molecule	TK-10	SF-268	CAKI-1	SN12C
41	O=C(CCl)Nc1nccs1	91	83	nt	86
42	ClCCN(CCCl)c1nc(Cl)c(C2CC(c3ccccc3)=NN2c2cc(Cl)cc(Cl)c2)s1 (stereo not given)	109	97	83	95
43	CC(=O)O[C@H]1CC[C@@]2(C)C(=CC[C@H]3[C@@H]4CC[C@H](C(C)C(=O)N(CCCl)CCCl)[C@@]4(C)CC[C@@H]32)C1 (stereo not given in full)	110	89	74	82
44	COc1ccccc1C(O)(C(=O)OCCSC)c1ccccc1OC	102	104	100	103
45	O=[N+]([O-])c1ccc(N2CCOCC2)c2nonc12	103	97	107	95
46	COc1ccc(/C=C/c2cc(OC)c(OC)c(OC)c2)cc1NC(=O)/C=C/c1ccc(F)cc1	88	45	34	40
47	S=C=NCc1ccccc1	105	116	97	100
48	O=[N+]([O-])c1cccc2c([As](=O)(O)O)cccc12	94	94	108	96
49	CN1C(=O)C(=Cc2ccc(O)cc2)C(=O)N(C)C1=O	101	107	95	101
50	CCN1CC2(COC)C(O)CC(OC)C34C5CC6(O)C(O)C5C(O)(C(O)C6OC)C(C(OC)C23)C14 (stereo not given)	108	105	95	102

no.	U251	786-0	UO-31	SF-295
41	50	60	78	80
42	99	100	90	107
43	76	76	85	59
44	98	116	92	114
45	99	100	81	99
46	37	38	39	-2.1*
47	100	98	94	111
48	102	103	98	107
49	nt	102	86	98
50	103	109	82	95

Remaining list, next part.
no.	Molecule	TK-10	SF-268	CAKI-1	SN12C
51	N=C(N)N=Nc1c(O)[nH]c(=O)[nH]c1=O	111	nt	nt	104
52	CCCC(C)COC(=O)Cc1ccccc1 (stereo not given)	107	103	103	110
53	O=C1C(P(=O)(O)O)CC(O)N1O (stereo not given)	107	102	99	108
54	CCN1CCc2ccccc2C1	122	100	nt	115
55	CNC(c1ccccc1)C(O)c1ccccc1 (stereo not given)	105	99	91	113
56	CC(=O)C1CCC2C3CCC4CC(O)CCC4(C)C3CCC12C#N (stereo not given)	99	105	100	103
57	CN(C)c1ccc([N+](=O)[O-])c([N+](=O)[O-])c1	114&135	111&106	-35*!	98&105
58	CC(=O)C1C(N2CC2)CC2C3CCC4=CC(=O)CCC4(C)C3CCC21C (stereo not given)	108	94	86	89
59	OC(c1ccccc1)C1CCNCC1 (stereo not given) (tested in a mixture with another compound)	95	102	101	97
60	O=C(NCc1ccc(Cl)cc1)c1cn(Cc2ccc(Cl)cc2)nn1	104	103	98	99

no.	U251	786-0	UO-31	SF-295
51	105	96	86	110
52	97	100	92	103
53	102	98	105	101
54	103	117	94	115
55	101	99	89	94
56	106	105	88	103
57	97&101	106&116	85&117	106&112
58	98	88	126	113
59	98	95	91	100
60	100	101	85	100

Some entries already given, showing only CAKI-1 and UO-31:
cpd | structure | CAKI-1 | UO-31
57 | CN(C)c1ccc([N+](=O)[O-])c([N+](=O)[O-])c1 | -35*! | 85&117
58 | CC(=O)C1C(N2CC2)CC2C3CCC4=CC(=O)CCC4(C)C3CCC21C (stereo not given) | 86 | 126

More structures follow:
no.	Molecule	TK-10	SF-268	CAKI-1	SN12C
61	COc1cccc(C(O)P(=O)(OC)OC)c1OC (stereo not given)	98	104	96	101
62	CC(C)CN1CC1c1ccccc1 (stereo not given)	112	95	94	99
63	ClCC[N+]12CC[N+](CCCl)(CC1)C2	115	103	98	109
64	O=C(CBr)Nc1ccc(Cl)cc1	111	89	22	86
65	CN(Cc1ccccn1)N=O	90	100	nt	101
66	COc1ccc(Nc2nc(-c3ccc4ccccc4c3)c[se]2)cc1	117	99	91	100
67	CNC(=O)O/N=C(/C)c1cccc([N+](=O)[O-])c1	120	116	93	97
68	CN(c1ccccc1)P(=O)(N1CC1)N1CC1	109	88	85	104
69	c1ccc(N2CCNCC2)cc1	99	102	93	107
70	CCC(=O)O[C@H]1CC[C@H]2[C@@H]3CC[C@@]4(C)CC(=O)CC[C@]4(C)[C@H]3CC[C@]12C	79	98	90	100

no.	U251	786-0	UO-31	SF-295
61	98	106	89	98
62	96	100	90	113
63	94	102	93	93
64	87	57	90	103
65	109	101	79	101
66	105	98	75	101
67	95	100	93	97
68	93	98	95	112
69	101	97	94	76
70	94	105	90	91

(cont.)
no.	Molecule	TK-10	SF-268	CAKI-1	SN12C
71	c1csc(CC2=NCCN2)c1	95	100	96	95
72	CCCCCCCCCCCCOC(=O)CCN1CC1	108	107	88	102
73	CC1(C)C=Cc2c(ccc3c2[N+]([O-])=C2C3=C[C@@]34NC(=O)[C@]5(CCCN5C3=O)C[C@@H]4C2(C)C)O1	83	54	27	31
74	Cc1c(C(=O)c2ccccc2)c2ccccc2n1C	88	114	86	104
75	CCCC(C)C1(CC)C(=O)NC(=O)N(C)C1=O (stereo not given)	93	100	96	nt
76	Nc1c(Cl)cccc1C(=O)O	nt	105	100	110
77	C=CC[PH+](c1ccccc1)c1ccccc1.C=CC[PH+](c1ccccc1)c1ccccc1.[Cl][Pt][Cl]	74	95	78	31
78	CCN(CC)CC(=O)c1ccc(O)c(O)c1	113	102	110	104
79	C=CCC1(CCCCC)C(=O)NC(=S)NC1=O	103	95	102	94
80	CC(=O)C1=CC[C@@]2(C)[C@@H](CC[C@@H]3[C@@H]2CC[C@]2(C)[C@@H](O)CC[C@@H]32)C1	83	102	nt	97

no.	U251	786-0	UO-31	SF-295
71	100	104	97	101
72	100	107	88	94
73	35	42	74	52
74	97	88	83	105
75	92	94	82	102
76	89	94	100	103
77	38	50	31	90
78	99	101	84	114
79	102	105	91	98
80	93	101	116	105

Profiles from above. Order of screens: TK-10, SF-268, CAKI-1, SN12C, U251, 786-0, UO-31, SF-295
Record of CC1(C)C=Cc2c(ccc3c2[N+]([O-])=C2C3=C[C@@]34NC(=O)[C@]5(CCCN5C3=O)C[C@@H]4C2(C)C)O1 : 83, 54, 27, 31, 35, 42, 74, 52
Record of c1csc(CC2=NCCN2)c1 : 95, 100, 96, 95, 100, 104, 97, 101
Record of Cc1c(C(=O)c2ccccc2)c2ccccc2n1C : 88, 114, 86, 104, 97, 88, 83, 105

Next compounds follow.
no.	Molecule	TK-10	SF-268	CAKI-1	SN12C
81	CCOC(=O)P(=O)(OCC)OCC	107	104	119	101
82	O=C1NC(=O)C(=Cc2ccc(-c3ccccc3)cc2)C(=O)N1	102	100	103	109
83	O=C(CBr)OCCOC(=O)CBr	130	90	34	58
84	NC1CC2CCCCC2CC1(O)c1ccccc1 (stereo not given)	97	102	107	101
85	O=C(/C=C/c1ccc(F)cc1)c1nc2ccccc2n1Cc1ccc(Br)cc1	-19*	-4.4*	-23*	-40*
86	O=C(O)c1ccc([N+](=O)[O-])c([N+](=O)[O-])c1	124	105	118	102

no.	U251	786-0	UO-31	SF-295
81	109	113	92	126
82	94	106	88	105
83	87	24	-92*	104
84	96	100	84	114
85	-92*	-82*	-93*	-87*
86	110	109	104	165

In a second layout: two of the compounds above.
Results follow in this order: TK-10 | SF-268 | CAKI-1 | SN12C | U251 | 786-0 | UO-31 | SF-295
83	O=C(CBr)OCCOC(=O)CBr
 : 130 | 90 | 34 | 58 | 87 | 24 | -92* | 104
86	O=C(O)c1ccc([N+](=O)[O-])c([N+](=O)[O-])c1
 : 124 | 105 | 118 | 102 | 110 | 109 | 104 | 165
